BAZ2B inh: blocks human BAZ2B; hit rate 4.4% among 360,000; Potency, µM (series often up to 114 µM), for the others: at the highest dose activity change, negative = inhibition, usual class: inhibitors; Q9UIF8; AlphaScreen BAZ2B-H3K14Ac peptide displacement; note: potency is the fitted concentration of half-maximal effect; % is set by controls: 0 for no effect and ±100 for the full control effect; nearly all actives have a fitted effect of over 60% in size
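Multi-concentration screen (max 110 uM) measuring displacement of acetylated histone H3 peptide from BAZ2B by AlphaScreen, using 50 nM protein, 50 nM peptide and 10 ug/mL streptavidin donor plus Ni-chelate acceptor beads.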
PI4K2A block: inhibitors of human PI4K2A; hit rate 0.13% among 420,000; Q9BTU6; purified PI4K2A, ADP-Glo luminescence, 1 h; stronger effect = lower value; activity change, negative = inhibition, % at 76.9 µM; in the data active = activity change below about -50%; inconclusive = mostly about -30% to -49%;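 note: -100% = wells without enzyme as full effect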
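Compounds are screened against recombinant PI4K2A using PI as substrate and ATP, the latter dispensed at 300 microM. Reactions run one hour at ambient temperature before ADP-Glo detection; full inhibition defined by wells lacking enzyme.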
PGK inhibitor: T. brucei PGK inhibition; PGK/GAPDH coupled, Kinase-Glo luminescence, 60 min; hit rate 0.043% among 380,000; Potency, µM (doses to about 57.5 µM), without a hit: at the highest dose activity change, negative = inhibition, usual class: inhibitors; note: potency is the fitted concentration of half-maximal effect; % is set by controls: 0 for no effect and ±100 for the full control effect; nearly all actives have a fitted effect of over 60% in size
Target sequence (P07378 whole entry, looked up): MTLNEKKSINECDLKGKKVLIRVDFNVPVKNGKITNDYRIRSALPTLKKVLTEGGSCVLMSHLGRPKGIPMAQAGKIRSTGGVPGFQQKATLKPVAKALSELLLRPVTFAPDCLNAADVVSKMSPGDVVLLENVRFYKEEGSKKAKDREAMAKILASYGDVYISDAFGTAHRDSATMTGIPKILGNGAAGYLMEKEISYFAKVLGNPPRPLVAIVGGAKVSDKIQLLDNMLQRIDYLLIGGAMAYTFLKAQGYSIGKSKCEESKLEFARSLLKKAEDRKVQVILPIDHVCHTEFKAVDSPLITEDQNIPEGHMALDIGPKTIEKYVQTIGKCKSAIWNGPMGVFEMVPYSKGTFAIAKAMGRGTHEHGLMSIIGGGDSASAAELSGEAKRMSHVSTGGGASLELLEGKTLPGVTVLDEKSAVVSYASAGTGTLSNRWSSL
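Luminescent ATP detection (Kinase-Glo Plus) follows a 60-minute room-temperature incubation, with wells lacking PGK as controls. Buffer: 100 mM TEA (pH 7.6), 5 mM MgCl2, 0.01% Tween-20. Coupling enzyme GAPDH (100 nM final) supplies unstable 1,3-BPG in-well.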
GLS inhibitor: inhibitors of human glutaminase (GLS); O94925; GLS enzymatic activity, qHTS titration; Potency, µM (titrated, usually from 45.5 µM), inactives show at the top dose activity change, negative = inhibition, actives largely listed as inhibitors; hit rate 0.21% among 410,000; AID 624170; note: potency is the fitted concentration of half-maximal effect; % is set by controls: 0 for no effect and ±100 for the full control effect
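Read-out is an Amplex red fluorescence increase coupled through glutamate oxidase and HRP, measured before and after 30 min room-temperature incubation. hKGA is in 45 mM KH2PO4 (pH 8.2) with 0.02% Tween-20; glutamine added as 1mM solution.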
JMJD2A Tudor inh: inhibitors of human JMJD2A Tudor domain | AlphaScreen JMJD2A-Tudor / H3K4me3 peptide binding | Potency, µM (series often up to 114 µM), for inactives: at the top dose activity change, negative = inhibition, usual class: inhibitors | hit rate 4.4% among 390,000 | AID 504339; note: potency is the fitted concentration of half-maximal effect; % is set by controls: 0 for no effect and ±100 for the full control effect; nearly all actives have a fitted effect of over 50% in size
Pin1 inhibitor: human Pin1 inhibition. Pin1 FP peptide displacement, HiFluor488, 10 min. hit rate 0.009% among 390,000. Potency, µM (top dose mostly 115 µM), for inactives: top-dose activity, negative = inhibition, actives largely listed as inhibitors; active = well fitted inhibition curve with a large enough effect in the polarisation, with a control signal flat, not every such curve was filed as active; inconclusive = small, poorly fitted or top-dose-only effect, or effect the other way, or a change in a side signal; inactive = no such curve, though single readings can be large or run the other way; the % refers to the polarisation; note: potency is the fitted concentration of half-maximal effect; % is set by controls: 0 for no effect and ±100 for the full control effect
Target sequence (Q13526 whole entry, looked up): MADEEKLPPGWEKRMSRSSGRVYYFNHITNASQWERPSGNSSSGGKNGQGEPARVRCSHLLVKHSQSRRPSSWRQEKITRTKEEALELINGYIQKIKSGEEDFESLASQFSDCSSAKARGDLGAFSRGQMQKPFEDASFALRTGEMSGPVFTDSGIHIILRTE
POLH inh: blocks human DNA polymerase eta activity | Potency, µM (doses to about 114 µM), without a hit: top-dose activity change, negative = inhibition, hits mostly inhibitors | recombinant Pol eta, fluorescent DNA replication assay | AID 588591 | hit rate 1.2% among 390,000; note: potency is the fitted concentration of half-maximal effect; % is set by controls: 0 for no effect and ±100 for the full control effect
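Fluorescent replication assay: 50 nM final substrate added after a 15 min room-temperature compound preincubation with 10 nM enzyme. Signal taken at 0 min and again at 10 min.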
G9a inh: blocks human histone lysine methyltransferase G9a; Q96KQ7; G9a H3K9 monomethylation, AlphaScreen, 2 h; Potency, µM (series often up to 102 µM), inactives show at the top dose activity, negative = inhibition, most hits filed as inhibitors; hit rate 8.8% among 350,000; note: potency is the fitted concentration of half-maximal effect; % is set by controls: 0 for no effect and ±100 for the full control effect; nearly all actives have a fitted effect of over 75% in size
Target sequence (Q96KQ7 913-1193 limits assumed): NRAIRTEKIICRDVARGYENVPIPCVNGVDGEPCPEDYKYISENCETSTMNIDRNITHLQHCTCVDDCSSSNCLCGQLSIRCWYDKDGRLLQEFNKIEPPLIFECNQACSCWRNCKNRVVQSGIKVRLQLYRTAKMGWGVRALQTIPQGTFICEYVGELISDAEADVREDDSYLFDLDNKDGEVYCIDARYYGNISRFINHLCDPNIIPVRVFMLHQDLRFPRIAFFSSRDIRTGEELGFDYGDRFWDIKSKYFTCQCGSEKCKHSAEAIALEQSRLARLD
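Chemiluminescent proximity detection of H3K9 monomethylation, read after 10 min bead incubation in the dark. Reaction: 20 nM G9a, 500 nM biotin-H3K9 peptide, 20 uM SAM cofactor, 2 h, room temperature, following 15 min enzyme-compound preincubation.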
HP1b binding inh: blocks HP1-beta chromodomain binding to methylated histone tails | hit rate 0.56% among 390,000 | P83916 | Potency, µM (titrated, usually from 114 µM), without a hit: at the top dose activity change, negative = inhibition, most hits filed as inhibitors | AlphaScreen HP1-beta / biotin-H3K9me3 peptide binding; note: potency is the fitted concentration of half-maximal effect; nearly all actives have a fitted effect of over 70% in size; inactives centre near 23
Target sequence (P83916 whole entry, looked up): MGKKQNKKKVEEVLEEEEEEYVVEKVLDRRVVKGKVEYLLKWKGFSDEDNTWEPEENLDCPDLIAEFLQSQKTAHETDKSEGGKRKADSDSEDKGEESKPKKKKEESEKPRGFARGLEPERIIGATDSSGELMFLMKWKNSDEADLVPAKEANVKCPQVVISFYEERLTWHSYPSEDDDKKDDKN
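Compound inhibition of the preformed complex between 50 nM HP1-beta and 50 nM biotinylated H3K9me3 peptide was read by AlphaScreen. Buffer was PBS pH 7.4 with 0.01% Tween-20. Incubations ran 30 min at room temperature, with 10 ug/mL donor/acceptor beads.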
* = called active by the depositor; i = inactive; ? = inconclusive; · = not tested or not shown; & = joins results of further samples; [ ] = remark or other dose. Unless noted, calls come from the whole dose curve; as a rule, active = well fitted curve in the direction sought with a large enough effect; inconclusive = small, poorly fitted or top-dose-only effect, or another doubt; inactive = no such curve, though single readings can be large; an effect the other way counts as inactive or inconclusive. An excerpt (hit frequency here may not be typical).

SMILES	BAZ2B inh	PI4K2A block	PGK inhibitor	GLS inhibitor	JMJD2A Tudor inh	Pin1 inhibitor	POLH inh	G9a inh	HP1b binding inh
C[C@@H]1CN([C@@H](C)CO)C(=O)c2c(c3ccccc3n2C)-c2ccccc2CO[C@H]1CN(C)C(=O)C1CC1	·	6	3%	10%	·	·	-10%	·	·
Cc1ccc(-c2nc(CS(=O)(=O)CC(=O)N3CCN(C)CC3)c(C)o2)cc1	1%	-3	4%	6%	1%	-2%	-10%	23%	46%[activator]
COc1ccc2[nH]c3c(c2c1)CCNC3c1ccc([N+](=O)[O-])o1 (stereo not given)	?	-10	-7%	3%	50µM*	?	-3%	32µM*	-9%
COc1ccc(C(=O)COC(=O)CCN2C(=O)C3C4C=CC(C5CC45)C3C2=O)cc1 (stereo not given)	-10%	-7	i	7%	-10%	-1%	-5%	-2%	4%
COc1ccc(F)cc1CSc1nnnn1-c1ccc(O)cc1	5%	3	0%	-17%	-9%	-1%	-22%	10%	30%
O=C(CCN1CCN(C(=O)c2ccco2)CC1)Nc1ccc(F)cc1	5%	8	i	-15%	10%	-7%	-11%	-6%[12.7 µM]	20%
Cc1cc(=O)n(Cc2ccccc2)c(O)c1C#N	?	-3	3%	-1%	-22%	13%	-2%	6%[0.501 µM]	2%
COCCCn1c(=O)c2sccc2n(Cc2ccccc2)c1=O	5%	1	-7%	5%	-1%	-6%	-15%	·	29%
CSc1sc(C(=O)N(C)C)c2c1S(=O)(=O)N(C)c1ccccc1-2	-1%	-1	0%	-20%	-6%	?	-6%	17%	19%
COc1cc(OC)c(OC)cc1CN1CCC(O)CC1	?	12	-9%	1%	18µM*	-13%	-22%	?	?
COc1ccc(N(C(=O)CNC(=O)c2cccs2)C(C(=O)NC2CCCC2)c2cccnc2)cc1 (stereo not given)	-15%	-3	-2%	2%	5%	4%	-19%	-2%	59%[activator]
O=C(OCC(=O)N1CCCC1)c1ccc(Cl)nc1	-3%	-2	-9%	-2%	-8%	3%	-1%	4%[59 µM]	28%
CCCCN1C(=O)c2ccc(C(=O)NC3(C)CCS(=O)(=O)C3)cc2C1=O (stereo not given)	6%	-3	-3%	-5%	-8%	-1%	-8%	-6%[12.7 µM]	62%[activator]
O=C(Nc1ccc2c(c1)CCCN2C(=O)c1ccccc1)c1ccccc1Br	-17%	-4	4%	-2%	-16%	6%	-4%	-3%	2%[57 µM]
COc1ccc(N2CCCCn3c2nc2c3c(=O)[nH]c(=O)n2C)cc1	-1%	-1	-9%	-7%	-9%	0%	9%	1%[59 µM]	3%
CCN(CC)C(=O)c1c(NC(=O)c2cccc(C)c2)sc2c1CCC(C)C2 (stereo not given)	-10%	-5	i	-12%	-9%	19%	-18%	-8%[59 µM]	23%
O=C(NCc1ccccc1Cl)C1(S(=O)(=O)c2ccc(Cl)cc2)CC1	9%	2	1%	4%	6%	0%	-7%	2%	20%
COc1ccc(C(=O)CSc2nn3c(=O)c(C(C)(C)C)nnc3s2)cc1	-4%	1	-3%	10%	-11%	47%[activator]	-15%	-5%[2.33 µM]	16%
N#CC1=C(SCC(=O)NC23CC4CC(CC(C4)C2)C3)NC(=O)C(C#N)C12CCCCC2 (stereo not given)	-8%	6	·	6%	-23%	29%	-14%	?	7%
NC(=O)c1ccc(N2CCN(c3ncc(C(F)(F)F)cc3Cl)CC2)cc1	-28%	5	3%	-5%	-7%[11.4 µM]	-7%	?	39%[12.7 µM]	10%
CCOC(Cn1c(-c2ccc(OC)cc2)nc2ccccc21)OCC	10%	5	6%	9%	-4%	-4%	-6%	19%[12.7 µM]	14%
COc1ccc(-c2nnc(SCC(=O)Nc3ccccc3)n2C)cc1	2%	4	-9%	0%	8%	7%	-5%	-18%	11%
COC(=O)c1ccccc1-c1ccc(/C=N/NC(N)=O)o1	-15%	-3	-12%	-11%	-3%	7%	-16%	?	15%
CCOC(=O)CSc1n[nH]c(NC(=O)c2ccccc2)n1	6%	45	3%	7%	3%	0%	-1%	8%[12.7 µM]	26%
CN(Cc1nc(-c2ccc3c(c2)OCO3)no1)CC1(N2CCOCC2)CCCCC1	-10%	-2	i	-18%	-8%	-2%	-18%	?	28%
Cn1nc(C(=O)Nc2cccc(Cl)c2)cc1C(=O)Nc1cccc(Cl)c1	-3%	-22	-1%	-3%	7%	0%	-3%	·	8%
O=[N+]([O-])c1ccccc1S(=O)(=O)NCc1ccc(F)cc1	-25%	1	-2%	0%	-7%	2%	8%	-8%	3%
CCN(c1ccccc1)S(=O)(=O)c1ccc(Cl)c(NC(=O)CN2C(=O)NC3(CCCC3)C2=O)c1	-5%	4	i	-16%	-24%	0%	-20%	14%[59 µM]	37%
CCC(C)(C)NC(=O)C(c1ccc(OC)cc1)N(C(=O)CCC(=O)Nc1cc(C)on1)c1ccc2c(c1)OCO2 (stereo not given)	-5%	-1	-8%	9%	-7%	1%	-16%	22%	37%
COc1ccc(-c2cc(C(=O)Nc3ccc4c(c3)OCO4)no2)cc1	-15%&12%	2&0	-7%	3%&1%	-7%&-8%	5%&-8%	-9%&2%	18%	22%&24%
CCOC(=O)c1[nH]c(C)c(CCC(=O)NCc2ccc(OCC)cc2)c1C	-15%	2	i	-13%	-28%	0%	-16%	-16%[59 µM]	20%[57 µM]
CCOC(=O)c1c(C(=O)OCC)c(C)n(Cc2cc(OC)c(OC)c(OC)c2)c1C	-36%	-2	-7%	1%	-17%[57.1 µM]	0%	-15%	19%	10%
CC1(C)CC(=O)C=C(NCC2CCCO2)C1 (stereo not given)	12%	-4	-8%[11.5 µM]	2%	-4%	-5%	-9%	20%[59 µM]	27%
COC(=O)c1ccc2nc(NC(=O)C3CCCCC3)sc2c1	-6%	-2	-1%	-3%	2%	2%	1%	·	92%[activator]
Cc1nn(-c2ccc(F)cc2)c(Cl)c1/C=N/NC(=O)c1cccc(S(=O)(=O)N2CCCC2)c1	-29%	2	4%	-6%	-28%	2%	?	5%[59 µM]	6%
CCOc1ccc(C(=O)NCC(=O)OCc2nnc(-c3ccccc3)o2)cc1OCC	11%	-2	-11%	-4%	2%	2%	-12%	15%[59 µM]	36%

Some of these compounds in order of the BAZ2B inh value, ascending.
SMILES	BAZ2B inh	PI4K2A block	PGK inhibitor	GLS inhibitor	JMJD2A Tudor inh	Pin1 inhibitor	POLH inh	G9a inh	HP1b binding inh
CCOC(=O)c1[nH]c(C)c(CCC(=O)NCc2ccc(OCC)cc2)c1C	-15%	2	i	-13%	-28%	0%	-16%	-16%[59 µM]	20%[57 µM]
CCC(C)(C)NC(=O)C(c1ccc(OC)cc1)N(C(=O)CCC(=O)Nc1cc(C)on1)c1ccc2c(c1)OCO2 (stereo not given)	-5%	-1	-8%	9%	-7%	1%	-16%	22%	37%
Cn1nc(C(=O)Nc2cccc(Cl)c2)cc1C(=O)Nc1cccc(Cl)c1	-3%	-22	-1%	-3%	7%	0%	-3%	·	8%

Other structures follow.
SMILES	BAZ2B inh	PI4K2A block	PGK inhibitor	GLS inhibitor	JMJD2A Tudor inh	Pin1 inhibitor	POLH inh	G9a inh	HP1b binding inh
Cc1ccc(C)c(NC(=O)Cn2nnc(C(=O)NCc3ccco3)c2N)c1	9%	-2&-8	-1%&5%	1%&-10%	0%&-11%	-6%&0%	-6%&-19%	-3%	31%&21%
CCOc1ccc(NC(=O)CN(C)C(=O)CCNC(=O)c2ccco2)cc1OCC	1%	3	-1%	0%	-16%	1%	-7%	44%[12.7 µM]	20%
NC(N)=N/N=C/c1ccc(Cl)cc1Cl	-5%	-2	7%	1%	-13%	-3%	-2%	-10%	4%
CCCCNCCOCCOc1ccc(C)cc1Br	?	-1	-3%	-2%	3.5µM*	-6%	-20%	10µM*	-35%
COc1ccc(C2=NOC(C)(c3sc(-c4ccc(Cl)cc4)nc3C)C2)cc1 (stereo not given)	·	2	3%	4%	1%	?	-13%	·	39%
COc1ccc(-n2nnnc2SCC(=O)N(C)C2CCS(=O)(=O)C2)cc1 (stereo not given)	·	-2	-10%	0%	-6%	1%	-15%	·	24%
COc1ccc(S(=O)(=O)N2CCOCC2)cc1NC(=O)Cc1coc2cc(C)ccc12	-2%	4	-5%	3%	-28%	19%	?	?	4%
COc1ccc(C(=O)NC(=S)Nc2cc(C)ccn2)cc1[N+](=O)[O-]	-31%	0	7%	1%	-13%	-4%	-23%	2.8µM*	37%
Brc1ccc(OCc2nnnn2-c2ccccc2)cc1	6%	3	-1%	-15%	21%	3%	-20%	51%[activator][59 µM]	115%[activator]

Single records, from the list above. Screens in order: BAZ2B inh	PI4K2A block	PGK inhibitor	GLS inhibitor	JMJD2A Tudor inh	Pin1 inhibitor	POLH inh	G9a inh	HP1b binding inh
Profile of Cc1ccc(C)c(NC(=O)Cn2nnc(C(=O)NCc3ccco3)c2N)c1 = 9%	-2&-8	-1%&5%	1%&-10%	0%&-11%	-6%&0%	-6%&-19%	-3%	31%&21%
Profile of NC(=O)c1ccc(N2CCN(c3ncc(C(F)(F)F)cc3Cl)CC2)cc1 = -28%	5	3%	-5%	-7%[11.4 µM]	-7%	?	39%[12.7 µM]	10%
Profile of CCOc1ccc(NC(=O)CN(C)C(=O)CCNC(=O)c2ccco2)cc1OCC = 1%	3	-1%	0%	-16%	1%	-7%	44%[12.7 µM]	20%
Profile of COc1ccc(F)cc1CSc1nnnn1-c1ccc(O)cc1 = 5%	3	0%	-17%	-9%	-1%	-22%	10%	30%
Profile of Cc1nn(-c2ccc(F)cc2)c(Cl)c1/C=N/NC(=O)c1cccc(S(=O)(=O)N2CCCC2)c1 = -29%	2	4%	-6%	-28%	2%	?	5%[59 µM]	6%

Assay outcomes as filed in PubChem.
